PRMT1 FP inh = PRMT1 methyltransferase inhibitors, primary screen, biochemical, fluorescence polarization | Protein arginine N-methyltransferase 1 (Homo sapiens), Q99873 | recombinant PRMT1, activity-based probe fluorescence polarization | inhibition, % at 2.79 µM | hit rate 1.3% among 370,000 | AID 652257, 2013;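 active = inhibition above about 21% made by adding two undisclosed values, limit read from the data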
rCAG RNA binder = binders of r(CAG) RNA repeats, primary screen, biochemical, fluorescence; r(CAG) RNA repeat, TO-PRO-1 dye displacement fluorescence; inhibition, % at 3 µM; hit rate 1.3% among 370,000;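 active = inhibition above the plate cutoff, the mean of all test compounds on that plate plus 3 SD, cut at about 35% in these data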;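 also: 0% = DMSO alone and 100% = 100 µM mitoxantrone as full dye displacement; higher means more dye released from RNA so lower well fluorescence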
ABHD4 inh = ABHD4 inhibitors, primary screen, biochemical, fluorescence polarization, mouse. hit rate 0.54% among 370,000. inhibition, % at 8.92 µM. purified mABHD4, FP-Rh probe fluorescence polarization;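 active = inhibition exceeding the mean over every tested compound plus 3 SD, cut at about 30% in these data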;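 also: 0% = plate median of compound wells and 100% = S159A mutant with DMSO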
Target sequence (Q8VD66 whole entry, looked up): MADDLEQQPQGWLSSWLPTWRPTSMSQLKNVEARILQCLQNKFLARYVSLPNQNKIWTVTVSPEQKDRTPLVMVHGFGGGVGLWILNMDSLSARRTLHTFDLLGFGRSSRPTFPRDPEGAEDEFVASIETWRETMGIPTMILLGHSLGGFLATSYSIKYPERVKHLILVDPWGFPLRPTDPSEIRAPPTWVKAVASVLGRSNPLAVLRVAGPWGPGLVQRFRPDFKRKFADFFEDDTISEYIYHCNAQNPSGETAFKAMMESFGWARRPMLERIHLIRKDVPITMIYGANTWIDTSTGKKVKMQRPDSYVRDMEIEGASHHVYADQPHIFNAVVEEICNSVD
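Test system: mouse ABHD4 enzyme, wild type. Reagent: FP-Rh fluorescent activity-based probe, added after compound pre-incubation. Timing: pre-incubation 45 min, probe exposure 60 min, at 25 °C. Technique: FP readout, ex 525 nm / em 598 nm. Benchmarks: high control S159A mutant with DMSO, low control median of compound wells.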
MBD2 DNA inh = inhibitors of MBD2 binding to methylated DNA, primary screen, biochemical, TR-FRET, DNA-binding domain, human | Methyl-CpG-binding domain protein 2 (Homo sapiens), Q9UBB5 | inhibition, % at 4.4 µM | hit rate 0.31% among 370,000 | MBD2 binding to methylated oligonucleotide | AID 686964, 2013; in the data active = inhibition above about 13%
GC-A act = GC-A stimulated cGMP production enhancers – HEK293 GC-A cells, cGMP TR-FRET, EC30 ANP, primary screen | 0% at EC30 ANP, 100% saturating ANP | activation, % at 10 µM | hit rate 0.14% among 370,000 | Atrial natriuretic peptide receptor 1 (Homo sapiens), P16066 | AID 1671463, 2021; in the data active = activation above about 40%
UHRF1 binding = UHRF1 methylated DNA binding inhibitors, primary screen, counter-screen for MBD2 inhibitor project, biochemical, TR-FRET, human UHRF1, single concentration; UHRF1 binding to methylated oligo; AID 687016, 2013; inhibition, % at 4.4 µM; E3 ubiquitin-protein ligase UHRF1 (Homo sapiens), Q96T88; hit rate 0.75% among 370,000; in the data active = inhibition above about 21%;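 also: UHRF1 SRA domain binding a hemimethylated CpG hairpin DNA probe; 0% = median of test compound wells and 100% = reference inhibitor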
GC-B act = human GC-B receptor activators, primary screen, HEK293 GC-B cells, cGMP TR-FRET, EC30 CNP. Atrial natriuretic peptide receptor 2 (Homo sapiens), P20594. 0% at EC30 CNP, 100% saturating CNP. hit rate 0.11% among 370,000. AID 1920062, 2024. activation, % at 10 µM;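 active = activation at 10 µM reaching about 35% in either raw or pattern-adjusted values, limit read from the data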
TCR CD3 inh = inhibitors of human TCR-CD3 interaction, primary screen, biochemical, fluorescence, TAMRA-labeled TCR probe; inhibition, % at 9.4 µM; T-cell receptor (TCR); hit rate 0.37% among 360,000; in the data active = inhibition above about 19%;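 also: recombinant mutant TCR 2C K166C tagged with TAMRA read by polarization; 0% = receptor in buffer alone and 100% = receptor with positive control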
SIAE inh = human SIAE inhibitors, primary screen, biochemical, fluorescence polarization, FP-Rh probe, 1536-well HTS | Sialate O-acetylesterase (Homo sapiens), Q9HAT2 | SIAE FP-Rh probe binding | inhibition, % at 9.66 µM | hit rate 0.69% among 370,000 | AID 1053197, 2014;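 active = inhibition above a cutoff: mean of compounds within the control limits plus 3 SD of those, cut at about 17% in these data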;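 also: 0% = plate median of compound wells and 100% = probe without SIAE protein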
HTRA1 inhibitor = HTRA1 serine protease inhibitors, primary screen, biochemical, fluorescence polarization, HTS; Q92743; recombinant HTRA1, FP-rhodamine activity-based probe; inhibition, % at 5.96 µM; hit rate 0.5% among 340,000; AID 504803, 2011; in the data active = inhibition above about 36%;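 also: 0% = enzyme with DMSO and 100% = wells lacking enzyme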
Target sequence (Q92743 whole entry, looked up): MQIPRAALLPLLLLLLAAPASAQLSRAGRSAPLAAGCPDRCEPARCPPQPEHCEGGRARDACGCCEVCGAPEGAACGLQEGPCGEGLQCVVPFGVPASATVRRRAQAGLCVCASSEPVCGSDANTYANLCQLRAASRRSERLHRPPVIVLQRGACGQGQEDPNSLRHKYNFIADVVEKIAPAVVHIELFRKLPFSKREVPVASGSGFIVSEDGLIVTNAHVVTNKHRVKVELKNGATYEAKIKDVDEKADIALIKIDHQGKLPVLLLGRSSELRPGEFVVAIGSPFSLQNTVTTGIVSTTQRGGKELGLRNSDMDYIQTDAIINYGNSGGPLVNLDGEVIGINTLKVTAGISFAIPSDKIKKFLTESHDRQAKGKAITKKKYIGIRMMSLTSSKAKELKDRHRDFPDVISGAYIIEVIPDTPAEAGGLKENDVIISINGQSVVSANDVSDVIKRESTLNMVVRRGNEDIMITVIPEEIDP
Active calls of the source: *; · = not tested or not shown.

SMILES	PRMT1 FP inh	rCAG RNA binder	ABHD4 inh	MBD2 DNA inh	GC-A act	UHRF1 binding	GC-B act	TCR CD3 inh	SIAE inh	HTRA1 inhibitor
COc1ccc(NC(=O)C2CCN(S(=O)(=O)c3cccc4nonc34)CC2)cc1	-4	5	-2	-3	1	-2	-1	-6	1	5
COc1ccccc1NS(=O)(=O)c1cc(C(=O)NCC(c2cccs2)N2CCOCC2)ccc1C (stereo not given)	-3	1	0	0	-2	0	-3	7	0	-5
COCCn1c(SCC(=O)NC(=O)NC(C)C)nc2ccccc21	1	-7	5	-1	42*	1	-3	4	1	3
CC(C)c1ccc(CC(=O)N2CCC2(C)C(=O)NCC(C)(C)C)cc1 (stereo not given)	-2	-2	1	-3	-1	1	1	1	-1	·
C=CCNC(=S)NNC(=O)CCC(O)COCCC(C)C (stereo not given)	-2	0	5	0	5	1	2	-3	0	-4
CCC(CC)C(=O)Oc1c(C(=O)N(C)C)cccc1-c1ccccc1	0	-2	9	0	-5	-1	0	2	8	-1
CC(C)(C)OC(=O)C[C@@H]1C/C=C\C[C@H](CC(=O)N[C@H](CO)Cc2ccccc2)C(=O)N[C@@H](Cc2c[nH]c3ccccc23)COC1=O	1	14	0	-3	0	-1	4	-7	-1	-2
Cc1nc2ccccc2cc1OCc1ccc(F)cc1	1	-3	-4	0	7	2	-1	0	6	-15
CCn1c(=N)n(CC(=O)c2ccc(Br)s2)c2ccccc21	0	15	3	5	-3	-2	-9	3	0	-2
C=CCNc1sc(C(=O)c2ccc(Br)s2)c(N)c1C#N	6	12	-11	1	-2	4	-9	-10	-12	-2
O=C(CN1CCCC1=O)NC1CCCc2c1cnn2-c1cc(F)cc(F)c1 (stereo not given)	-1	-7	1	2	1	3	0	-6	-7	-1
CN(C)S(=O)(=O)c1ccc(C(=O)Nc2nnc(SCc3ccccc3)s2)cc1	-1	1	-2	-4	1	-2	4	6	9	7
S=C(NCc1ccccc1)N1CCn2cccc2C1c1ccncc1 (stereo not given)	3	5	2	2	11	10	2	2	3	-1
O=C(Cn1cnc2cc([N+](=O)[O-])ccc2c1=O)Nc1cccc(S(=O)(=O)N2CCOCC2)c1	-1	22	1	-5	-1	-2	1	10	-7	-5
COC(=O)c1cn[nH]c1NC(=S)Nc1ccc(Cl)c(Cl)c1	-1	12	-9	2	10	2	4	3	2	-17
CN(CC(=O)Nc1ccccc1Cl)C(=O)COc1cccc2c1OC(C)(C)C2	6	-6	-12	1	0	7	-1	-8	5	-6
S=C(NCc1ccccc1)Nc1ccc(Oc2ccccc2)cc1	-2	1	-23	4	0	-1	8	5	-4	-16
C[C@H](NC(=O)c1nc[nH]c1C(=O)N1CCN(C(=O)OC(C)(C)C)CC1)C(=O)OC(C)(C)C	4	-13	0	-4	0	0	3	2	0	-3
Cc1cccc(Cn2c(C)nc3ccc([N+](=O)[O-])cc3c2=O)c1	0	-2	-1	3	1	0	1	-3	1	-10
Cc1ccc(S(=O)(=O)N2CCOCC2)cc1C(=O)NCC1CCCO1 (stereo not given)	-1	-2	9	0	0	-1	0	1	4	4
Cc1cc(C)cc(OC(=O)N2CCOCC2)c1	3	-4	-7	5	1	2	4	0	10	-1
C[C@H](NC(=O)OCc1ccccc1)c1nnc([C@H](C)NC(=O)OCc2ccccc2)o1	2	-9	-4	1	1	4	8	0	4	0
CCOc1ccc(NS(=O)(=O)c2ccc(NC(=S)NC(=O)C(C)C)cc2)cc1	2	2	-10	-2	-1	1	-8	0	-7	-41
O=C1Nc2ccc(Cl)cc2C12OCCCO2	-1	1	2	-1	-3	-1	1	3	-1	2
Cc1ccc(S(=O)(=O)C2(C(=O)Nc3cccc(F)c3)CC2)cc1	4	1	-3	-5	0	-1	1	-7	-3	1
O=C(c1ccc([N+](=O)[O-])cc1)N1CCC(n2nnc3cc(F)ccc32)CC1	-4	-1	5	0	-6	1	2	2	-3	6
COc1ccc(Br)cc1C(=O)Nc1ccc(C(=O)O)cc1	5	5	-20	7	-3	3	-7	-5	-11	-3
O=C(N/N=C/c1ccco1)c1[nH]ncc1Br	1	-4	8	4	2	3	-2	2	-4	5
CCN1C(=O)CSC1=NC12CC3CC(CC(C3)C1)C2	-1	-4	-3	1	2	3	0	1	-1	-5
NC(=O)C1CCN(C(=O)c2ccccc2CCc2ccccc2)CC1	-3	-5	1	-1	-3	0	4	5	-2	-11
O=C(NCc1ccc2c(c1)OCO2)C(C(=O)c1ccccc1)n1cc(Cl)ccc1=O (stereo not given)	-2	-1	-7	0	2	-1	-2	-4	7	1
C[C@@H](N)P(=O)(O)C[C@H](Cc1ccccc1)C(=O)O	-11	0	-4	-1	0	-1	4	·	-5	·
CCS(=O)(=O)n1nc(-c2ccc(C)cc2)nc1N	2	-1	-7	2	15	2	9	-4	-5	1
CN(CC(=O)Nc1ccccn1)S(=O)(=O)c1ccc(Cl)cc1	4	7	-14	1	1	5	5	-4	-5	3
C[C@H]1C[C@H]2[C@@H]3CCC4=CC(=O)C=C[C@]4(C)[C@@]3(Cl)[C@@H](O)C[C@]2(C)[C@@]1(O)C(=O)CO	2	2	7	-1	-6	1	1	5	-3	6
COC(=O)c1ccccc1NC(NC(=O)c1ccco1)C(=O)c1ccc(C)cc1 (stereo not given)	1	-1	-6	1	-1	-1	-5	3	1	0
Cc1ccc(NC(=O)Cn2nnc(-c3ccc4c(c3)OCO4)n2)cc1F	-1	4	3	-1	-4	0	4	1	-2	4
CN1CCN(C(=O)c2ccccc2NS(=O)(=O)c2ccc(F)cc2)CC1	0	3	3	2	-4	-2	4	-4	7	1
C/C(=N/O)c1cc(C(C)(C)C)c(O)c(C(C)(C)C)c1	0	-9	-15	-3	3	-2	4	9	-3	-20
Cc1ccc(Cl)cc1NC(=O)COC(=O)CCN1C(=O)C2CC=CCC2C1=O (stereo not given)	0	-1	-6	4	-2	4	-8	4	-14	0
Cc1cccc(NC(=O)N2C3CCCC2CC(NC(=O)C2CC2)C3)c1 (stereo not given)	3	1	5	5	4	0	1	-2	2	1
CC(=O)c1c(C)[nH]c(C(=O)Nc2cc(F)ccc2C)c1C	-1	0	0	0	-1	1	-6	7	-1	-3
O=C(NC1=NCCS1)c1cc(Cl)ccc1Cl	0	10	0	-1	1	2	3	-2	-1	3
O=S(=O)(Nc1cccc(-c2nnco2)c1)c1ccc(F)cc1F	-1	1	-4	-2	4	-3	4	-4	1	·
C[C@H](CO)N1C[C@H](C)[C@@H](CN(C)C(=O)Nc2ccccc2)Oc2c(NC(=O)Nc3ccc4c(c3)OCO4)cccc2C1=O	0	4	2	0	3	-2	6	3	3	2
CC(=O)OC1CC2(C)C(C(C)=O)CCC2C2CCC3=CC(=O)CCC3(C)C12 (stereo not given)	-3	-1	-5	-5	-10	-2	-8	5	-3	-1
CC1SC(c2ccccc2)N(CC(O)c2ccc([N+](=O)[O-])cc2)C1=O (stereo not given)	-6	-5	7	-3	0	-1	-3	11	-2	-1
O=C(COC(=O)c1cc[n+]([O-])cc1)Nc1ccc(Cl)c(C(F)(F)F)c1	3	8	-9	2	3	3	2	-2	-2	5
O=C(COC(=O)c1ccccc1NCCO)NNC(=O)c1cccs1	-2	6	5	-3	1	1	-3	6	14	-3
CCCCNc1nc2c(S(=O)(=O)c3ccccc3)nnn2c2ccccc12	10	2	-10	7	34	5	-3	-5	-7	-2
C[C@H](O)[C@@H]1C(=O)N2CCc3ccc(N4CCN(C)CC4)cc3[C@@H]2C[C@@H]1N(C)C(=O)Nc1cc(Cl)cc(Cl)c1	-1	1	2	3	-5	2	5	-1	0	0
COc1ccc(NC(=O)CCC(=O)c2ccc(Cl)cc2)cn1	6	9	7	-1	-7	1	-5	0	5	-16
COc1ccc2[nH]c3c(c2c1)CCN1C(=O)C(CC(=O)NCCCn2ccnc2)C[C@H](C(=O)N2CCOCC2)[C@@]31C (stereo not given in full)	-1	2	2	1	3	-1	4	6	2	1
CCOc1cc2[nH]c(=S)n(CCC(=O)N3CCc4ccccc4C3)c(=O)c2cc1OCC	1	1	4	4	5	0	-4	-2	6	2
C[C@H](CO)N1C[C@H](C)[C@@H](CN(C)Cc2ccc(Oc3ccccc3)cc2)OCc2cnnn2CCCC1=O	-2	-1	4	-2	1	-2	0	4	-2	-1
Cc1ccc(-n2nc(-c3cccnc3)cc2C(=O)N2CCOCC2)c(C)c1	3	5	-5	1	3	6	1	4	-3	-1
CSc1nnc(-c2ccccc2Cl)o1	2	-1	3	-2	12	-4	-2	-6	-2	2
COC(=O)c1cc2c(c3c4ccccc4n(S(=O)(=O)c4cccc(C)c4)c13)C(=O)N(Cc1ccccc1)C2	4	15	-4	1	2	-4	-4	-1	-3	·
CCOC(=O)CSc1nc(C2CC2)nc2ccccc12	1	-6	-1	-4	-1	0	2	3	1	-5
O=C(COc1nncc2ccccc12)NCCC1=CCCCC1	0	0	-3	-4	3	0	-1	-3	14	1

Compound profiles, from the list above. Values in the order: PRMT1 FP inh	rCAG RNA binder	ABHD4 inh	MBD2 DNA inh	GC-A act	UHRF1 binding	GC-B act	TCR CD3 inh	SIAE inh	HTRA1 inhibitor
O=S(=O)(Nc1cccc(-c2nnco2)c1)c1ccc(F)cc1F in the list: -1	1	-4	-2	4	-3	4	-4	1	·
CN1CCN(C(=O)c2ccccc2NS(=O)(=O)c2ccc(F)cc2)CC1 in the list: 0	3	3	2	-4	-2	4	-4	7	1
O=C(COC(=O)c1cc[n+]([O-])cc1)Nc1ccc(Cl)c(C(F)(F)F)c1 in the list: 3	8	-9	2	3	3	2	-2	-2	5
COC(=O)c1ccccc1NC(NC(=O)c1ccco1)C(=O)c1ccc(C)cc1 (stereo not given) in the list: 1	-1	-6	1	-1	-1	-5	3	1	0

(next part)
SMILES	PRMT1 FP inh	rCAG RNA binder	ABHD4 inh	MBD2 DNA inh	GC-A act	UHRF1 binding	GC-B act	TCR CD3 inh	SIAE inh	HTRA1 inhibitor
COCCN(C(=O)COC(=O)c1cc2ccccc2cc1O)c1c(N)n(Cc2ccccc2)c(=O)[nH]c1=O	1	4	4	-3	-3	2	1	-1	5	-11
Nc1nc2ccccc2n1CCOc1ccc(Cl)cc1	1	1	4	1	-23	3	-15	-3	2	3
CC(C)(C)NC(=O)C(OC(=O)c1cccs1)c1ccc(F)cc1 (stereo not given)	3	-6	-4	5	-5	-3	-5	-7	-5	-14
CC(C)Nc1nc(NC(C)C)nc(SCCOC(=O)Nc2ccc(Cl)cc2Cl)n1	-1	0	9	2	-5	-1	-3	-3	-9	-36
CCCCOCP(=O)(CC)COCCCC	1	-3	3	3	-1	-1	5	-7	-8	4
CCC1(c2ccccc2)NC(=O)N(CC(=O)NNC(=O)c2ccc(F)cc2)C1=O (stereo not given)	-1	-1	1	1	-1	0	1	-1	2	-1
Cc1c(C(=O)NC2CCCc3ccccc32)oc2ccc(S(=O)(=O)N3CCCCC3)cc12 (stereo not given)	1	2	-3	1	2	-1	5	7	1	2

An excerpt, so the mix of outcomes need not match the whole.
